D1 antagonist – human D1 dopamine receptor antagonism | P21728 | HEK293 TREx D1 cells, calcium flux, dopamine EC80; active compounds read low | activity change, negative = inhibition, % at 10 µM | 360,000 tested, 3.2% active | AID 504652; in the data active means activity change below about -30%; further: on the % scale 0 is the no-effect control and ±100 the full control effect
Target sequence (P21728 whole entry, looked up): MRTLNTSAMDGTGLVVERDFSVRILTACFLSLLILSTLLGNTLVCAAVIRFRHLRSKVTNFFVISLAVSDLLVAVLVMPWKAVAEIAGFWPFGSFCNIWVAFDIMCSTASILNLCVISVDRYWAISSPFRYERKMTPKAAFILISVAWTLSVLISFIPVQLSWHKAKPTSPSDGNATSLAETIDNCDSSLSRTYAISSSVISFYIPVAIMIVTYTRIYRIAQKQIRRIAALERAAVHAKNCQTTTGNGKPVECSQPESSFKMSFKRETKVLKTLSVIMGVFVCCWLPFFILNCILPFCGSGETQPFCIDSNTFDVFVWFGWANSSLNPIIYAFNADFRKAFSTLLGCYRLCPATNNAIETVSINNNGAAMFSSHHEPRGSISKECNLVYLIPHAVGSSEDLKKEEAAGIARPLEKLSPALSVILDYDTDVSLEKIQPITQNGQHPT
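HEK293 T-REx cells expressing inducible, force-coupled D1 receptor; no-wash Ca dye, 30–90 min RT. Cmpd → 180 s read at 1 Hz → EC80 DA → 180 s read.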
D1 potentiator – potentiators of human D1 dopamine receptor. 360,000 tested, 0.036% active. HEK293 TREx D1 cells, calcium flux, dopamine EC20 potentiation. AID 504651. P21728. potentiation, % at 10 µM; in the data active means potentiation above about 30%; further: 0% is about no effect
RXFP1 ag – activates the human relaxin receptor RXFP1; Q9HBX9; HEK293T-RXFP1 cAMP TR-FRET, 30 min; response scale: percent of porcine relaxin response, buffer zero; Potency, µM (doses to about 57.5 µM), for the others: top-dose activation, actives largely listed as activators; 370,000 tested, 0.3% active; AID 2676; further: potency means the concentration at half of the fitted maximal effect; on the % scale 0 is the no-effect control and ±100 the full control effect; nearly all actives have a fitted effect of over 60% in size; many of its hits are not listed in these tables
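HEK293 cells stably expressing RXFP1, treated 30 min at 37C with compounds plus PDE4 inhibitor Ro 20174; cAMP measured by HTRF TR-FRET. Normalized to buffer and 29 nM porcine relaxin; EC50 by Hill fit.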
D2 PAM – D2 dopamine receptor (human) potentiation. AID 485347. HEK293 T-REx D2, calcium flux, EC20 dopamine potentiation. 340,000 tested, 0.34% active. potentiation, % at 10 µM. P14416;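 active means potentiation over 3 SD above the plate norm, cut at about 30% in these data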; further: 0% is about no effect
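Calcium flux readout, no-wash dye, 1 read/s. Inducible HEK293 Trex D2 line, overnight 30 C. Compound alone 180 s (agonist flags), then EC20 dopamine, another 180 s to score potentiation.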
Glioma ERSR ind – inducers of ER stress response in human glioma cells; U87-MG GRP78 promoter luciferase reporter, 16 h; Potency, µM, for the others: at the top dose activation, most hits filed as activators; 420,000 tested, 0.02% active; AID 602332; further: potency means the concentration at half of the fitted maximal effect; series mostly up to about 76 µM; % of control where 0% means no effect; nearly all actives have a fitted effect of over 35% in size
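Stably transfected U87-MG glioma cells carrying a GRP78-based luciferase sensor; 16 h compound incubation. Luminescence end-point read 10 min after Bright-Glo addition at room temperature.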
RXFP1 antag – RXFP1 (human) relaxin receptor antagonism | 350,000 tested, 0.59% active | AID 1259400 | activity change, negative = inhibition, % at 57.5 µM | Q9HBX9 | HEK293-RXFP1, relaxin-stimulated cAMP HTRF, 30 min; active compounds read low;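 active means activity change of -60% or lower, but not beyond a set lower limit; inconclusive means change between -60% and -40%, or beyond the set limit; inactive means change above -40%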; further: on the % scale 0 is the no-effect control and ±100 the full control effect
D1 agonist – agonists of human D1 dopamine receptor; HEK293 T-REx D1 cells, calcium flux, agonist mode; P21728; 360,000 tested, 1% active; activation, % at 2 µM; in the data active means activation above about 30%; further: 0% is about no effect
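Tetracycline-induced HEK293 TREx D1 cells, force-coupled to calcium signalling, were dye-loaded with a no-wash calcium kit. Compound was pin-added after a 10 s baseline. Fluorescence was read kinetically at 1 cycle/s for 180 s, with calcium rises flagged as agonism.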
Vif-A3G inh – inhibitors of Vif-APOBEC3G interaction. Q9HC16. HeLa A3G-eYFP + Vif (tagged APOBEC3G with the HIV-1 protein that degrades it), YFP fluorescence, overnight. Potency, µM (titrated, usually from 46.1 µM), for inactives: at the highest dose activity, negative = active, most hits filed as inhibitors. 410,000 tested, 0.076% active. AID 602310;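 further: potency means the concentration at half of the fitted maximal effect; on the % scale 0 is the no-effect control and ±100 the full control effect; nearly all actives have a fitted effect of over 60% in size; hits raise eYFP signal because A3G escapes Vif-driven loss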
Target sequence (Q9HC16 whole entry, looked up): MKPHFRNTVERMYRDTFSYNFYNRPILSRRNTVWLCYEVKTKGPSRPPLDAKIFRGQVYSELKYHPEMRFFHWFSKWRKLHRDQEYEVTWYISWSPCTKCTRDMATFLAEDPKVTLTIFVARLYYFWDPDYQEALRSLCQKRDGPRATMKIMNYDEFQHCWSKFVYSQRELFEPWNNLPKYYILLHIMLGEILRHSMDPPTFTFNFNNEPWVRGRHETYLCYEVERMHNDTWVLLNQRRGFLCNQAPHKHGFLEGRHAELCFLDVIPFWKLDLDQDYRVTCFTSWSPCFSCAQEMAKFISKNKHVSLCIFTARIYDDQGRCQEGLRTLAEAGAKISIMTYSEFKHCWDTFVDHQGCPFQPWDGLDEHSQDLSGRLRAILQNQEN
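HeLa cells stably expressing Vif and C-terminally eYFP-tagged A3G, seeded overnight at 37 deg C, then exposed to compound by pintool overnight at 37 deg C. Rise in yellow fluorescence (Ex 488/Em 500-530, Acumen) marks blocked Vif-driven A3G degradation.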
Vif-APOBEC3F blk – blocks the Vif interaction with APOBEC3F. HeLa A3F-eYFP + Vif (tagged APOBEC3F with the HIV-1 protein that degrades it), YFP fluorescence increase. Potency, µM (titrated, usually from 46.1 µM), without a hit: at the top dose activity, negative = active. 390,000 tested, 0.2% active. AID 602313; further: potency means the concentration at half of the fitted maximal effect; % of control where 0% means no effect; nearly all actives have a fitted effect of over 65% in size
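HeLa cells stably expressing Vif plus C-terminally eYFP-tagged A3F were seeded, incubated overnight at 37 deg C, dosed with compound, incubated overnight again at 37 deg C. Yellow fluorescence (Ex 488/Em 500-530) reported blocked Vif-mediated A3F-eYFP degradation.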
Numbers without * were called inactive; ? = inconclusive; . = not tested or not shown. Unless noted, the call rests on the fitted dose curve; in most records, active means well fitted curve in the direction sought with a large enough effect; inconclusive means small, poorly fitted or top-dose-only effect, or another doubt; inactive means no such curve, though single readings can be large; an effect the other way counts as inactive or inconclusive.

smiles	D1 antagonist	D1 potentiator	RXFP1 ag	D2 PAM	Glioma ERSR ind	RXFP1 antag	D1 agonist	Vif-A3G inh	Vif-APOBEC3F blk
COc1ccccc1NC(=O)Cc1nnc(SCC(=O)NC2CCCC2)n1C	-2	4	-1.1%	-9	-8%	3	0	5%	4%
COC(=O)c1ccccc1NCc1cc(=O)oc2cc(O)c(O)cc12	-6	-7	7.6%	1	8%	-18	2	0%	?
COc1ccc(N2CCN(C(=O)CSc3nc4c(c(=O)n(C)c(=O)n4C)n3C(C)C)CC2)cc1	-7	-6	6.4%	6	-4%	2	1	1%	-7%
CCOC(=O)C1=C(COC(=O)c2cccc(NC(C)=O)c2)NC(=O)NC1C (stereo not given)	-9	1	1.6%	-4	-3%	8	5	1%	4%
N#Cc1ccccc1COC(=O)c1ccc(Br)o1	0	0	1.5%	26	-4%	0	3	0%	-6%
CCOC(=O)c1ccc(NC(=O)CCCn2nc(C)c3sc4ccccc4c3c2=O)cc1	-11	0	-1.4%	4	-2%	-4	0	0%	0%
O=C(CC(=O)Nc1ccccc1C(F)(F)F)Nc1ccccc1C(F)(F)F	8	-7	-3.7%	1	-4%	-6	4	0%	?
CCSc1nnc(NC(=O)C2CCN(S(=O)(=O)c3cc(C(F)(F)F)ccc3Cl)CC2)s1	-4	-3	-1.9%	-2	-1%	-10	1	1%	-1%
O=C(CCCSc1nc2ccccc2[nH]1)NC1=NCCS1	-2	-8	-0.8%	-1	-5%	-1	3	-1%	6%
CCCCCCCCCCCCOC1OC(CO)C(O)C(O)C1NC(C)=O (stereo not given)	-11	-9	1.6%	-7	-7%	1	21	2%	2%
COC(=O)C1C(c2ccccc2)C=CC(c2ccccc2)C1C(=O)O (stereo not given)	3	8	-8.0%	13	1%	4	2	-5%	3%
CCc1c(C(=O)NN2C(=O)C3CCCCC3C2=O)csc1C (stereo not given)	25	-1	3.0%	3	1%	15	2	-5%	-7%
CCOC(=O)c1c(S(=O)(=O)NCC2CCN(Cc3cccc(F)c3)CC2)c(C)n(C)c1C	6	-7	3.1%	-26	-1%	7	1	3%	-12%
O=C(CN1C(=O)/C(=C\c2cccc(Cl)c2)Oc2ccccc21)N1CCN(c2ccccn2)CC1	2	-3	0.7%	2	.	.	2	.	.
CCC(c1nnc(SCC(=O)Nc2ccc(C(C)=O)cc2)n1C1CCCCC1)N(C)C (stereo not given)	-4	-3	0.1%	-1	0%	-2	0	3%	5%

(next part)
smiles	D1 antagonist	D1 potentiator	RXFP1 ag	D2 PAM	Glioma ERSR ind	RXFP1 antag	D1 agonist	Vif-A3G inh	Vif-APOBEC3F blk
CCC(C)NC(=O)C1CCCN(C(=O)Nc2ccc(F)cc2)C1 (stereo not given)	-8	-1	-0.4%	-17	-5%	2	2	-6%	-4%
Cc1ccccc1N1CCN(Cc2nc(Cc3ccccc3)no2)CC1	5	0	2.9%	-2	1%	-32	2	1%	2%
Cc1cc(CN(C)Cc2ccc(OCC(O)CN(C)Cc3ccccc3)cc2)on1 (stereo not given)	-14	1	0.1%	-6	-3%	-1	3	10%	8%
CN(C)c1ccc(/C=C/C(=O)c2cc(Cl)ccc2O)cc1	4	-2	-1.3%	-16	9%	8	26	-9%	-11%
O=C1Nc2ccccc2C(O)(C(=O)NCc2ccc3c(c2)OCO3)N1c1ccc(Cl)c(Cl)c1 (stereo not given)	3	4	-0.6%	2	-6%	4	31*	1%	4%
CCC(=O)c1cn(CC(=O)O)c2ccccc12	2	0	0.4%	3	-3%	1	1	2%	-4%
COc1ccc(N2CCN(C(=O)CCn3nnc4ccccc43)CC2)cc1	0	19	1.1%	.	-3%	-8	0	2%	-16%
COc1ccc(NC(=O)C(Sc2ccccc2)c2ccccc2)c(OC)c1 (stereo not given)	11	3	0.0%	13	-1%	-9	1	-3%	8%
CCOc1cc(C(=O)Nc2ncccn2)cc(OCC)c1OCC	-4	2	0.3%	.	-5%	6	5	-8%	-6%
C/C(=N\N1CCN(C)CC1)c1ccc(Cl)c(Cl)c1	40	-5	1.8%	9	0%	-17	1	2%	-6%
COc1ccc(C2C(=O)N(C3CCCCC3)CC(=O)N2CCc2ccc(OC)c(OC)c2)cc1 (stereo not given)	-4	1	0.3%	0	-3%	-19	-4	1%	-1%
COC(=O)NC(C)N1C(=O)C2C3C=CC(C3)C2C1=O (stereo not given)	9	-4	4.5%	.	-3%	-11	2	-4%	-3%
CCCCNC(=O)CCn1c(=O)c2ccccc2n(Cc2ccc(F)cc2)c1=O	8	-5	5.9%	-6	-4%	.	0	3%	3%
C#CCOCCOCCOCCNc1nc(N2CCN(C(=O)[C@H](C(C)C)n3cc(CCO)nn3)CC2)nc(N2CCN(C(=O)[C@H](C(C)C)n3cc(CCO)nn3)CC2)n1	8	-2	1.5%	11	0%	.	-1	-3%	2%
CCOC(=O)c1ccc(N(CC2CO2)S(=O)(=O)c2ccc(C)cc2)cc1 (stereo not given)	.	.	.	.	-1%	1	.	-1%	1%

3 compounds from above, arranged by count of non-hydrogen atoms, high to low:
smiles	D1 antagonist	D1 potentiator	RXFP1 ag	D2 PAM	Glioma ERSR ind	RXFP1 antag	D1 agonist	Vif-A3G inh	Vif-APOBEC3F blk
O=C1Nc2ccccc2C(O)(C(=O)NCc2ccc3c(c2)OCO3)N1c1ccc(Cl)c(Cl)c1 (stereo not given)	3	4	-0.6%	2	-6%	4	31*	1%	4%
CCOC(=O)c1ccc(N(CC2CO2)S(=O)(=O)c2ccc(C)cc2)cc1 (stereo not given)	.	.	.	.	-1%	1	.	-1%	1%
CCOc1cc(C(=O)Nc2ncccn2)cc(OCC)c1OCC	-4	2	0.3%	.	-5%	6	5	-8%	-6%

(continued)
smiles	D1 antagonist	D1 potentiator	RXFP1 ag	D2 PAM	Glioma ERSR ind	RXFP1 antag	D1 agonist	Vif-A3G inh	Vif-APOBEC3F blk
CCC(C)C(=O)N1CCc2cc(-c3csc(N)n3)ccc21 (stereo not given)	7	-1	0.6%	-2	-4%	-2	0	1%	0%
COc1ccc(Cl)cc1NC(=O)Nc1cc(C)on1	10	-5	-0.6%	8	-2%	-9	0	-3%	1%
COc1ccc(-c2csc(NC(=O)C(CC(=O)O)N3CCOCC3)n2)cc1 (stereo not given)	-6	4	3.3%	-1	0%	-14	3	-9%	5%
Cc1oc(-c2ccc(Cl)cc2)nc1CSCC(=O)NC1CCN(Cc2ccccc2)CC1	-3	-8	3.1%	-10	-6%	-13	12	7%	0%
Cc1ccc(S(=O)(=O)N2CCC(C(=O)OCC(=O)N(CC(C)C)C3CCS(=O)(=O)C3)CC2)cc1C (stereo not given)	-2	7	2.5%	-3	-3%	2	3	-5%	-20%
O=c1[nH]c2ccc(S(=O)(=O)Nc3ccccc3O)cc2[nH]1	20	2	4.0%	9	-3%	5	1	-3%	9%
CC1(c2ccccc2)NC(=O)N(CC(=O)Nc2cccc(C#N)c2)C1=O (stereo not given)	-2	0	-0.2%	-5	-2%	5	4	-6%	1%
CC(C)(SC(=S)N1CCCCCC1)C(=O)O	-7	4	-1.2%	.	-3%	-4	1	0%	3%
CCOc1ccc(Nc2nc(N3CCOCC3)nc(N3CCOCC3)n2)cc1	-15	3	4.1%	0	-3%	3	6	4%	-2%
CCOC(=O)Cn1cnc([N+](=O)[O-])n1	2	-3	2.1%	-15	-3%	5	1	0%	-2%
NC(=O)CSc1nnc(-c2ccc(S(=O)(=O)N3CCOCC3)cc2)n1Cc1ccccc1	-22	-1	3.1%	-12	5%	-5	3	0%	1%
C/C(=N/NS(=O)(=O)c1ccc(C)cc1)[C@H]1C[C@@H]1c1ccccc1	20	-12	3.1%	-2	-3%	-11	2	-3%	4%
Cc1cc(C)n2nc(C(=O)NC(C)(C)C)nc2n1	11	-6	1.5%	8	-3%	11	-2	2%	0%
CC(=O)N1c2ccc(S(=O)(=O)NCC3CCC(C(=O)NCc4ccco4)CC3)cc2CC1C (stereo not given)	-14	4	0.8%	-3	6%	4	2	7%	3%
COc1cccc(OCC(O)CN2CCN(c3ccc(F)cc3)CC2)c1 (stereo not given)	6	-11	3.7%	-20	6%	2	10	2%	17%

(more compounds)
smiles	D1 antagonist	D1 potentiator	RXFP1 ag	D2 PAM	Glioma ERSR ind	RXFP1 antag	D1 agonist	Vif-A3G inh	Vif-APOBEC3F blk
CC(C)(C)c1csc(NC(=O)C2=COCCO2)n1	-11	-1	-0.1%	-13	3%	23	3	-4%	5%
Cc1ccc(S(=O)(=O)Nc2ccccc2CNc2cccc(C)n2)cc1	20	-6	-0.1%	0	0%	-4	2	0%	-5%
O=S(=O)(NCc1cccnc1)c1cc(Cl)ccc1Cl	14	-1	0.5%	-5	-1%	-2	1	3%	-8%
CCOC(=O)CN=C1CC(C)(C)CC2=C1Sc1ncnc(N(C)C)c1N2	-42*	-16	12%	-6	-2%	14	7	2%	1%
O=C(NCCNc1ccccc1[N+](=O)[O-])c1cc(F)c(F)cc1Cl	-3	-2	0.1%	-2	-1%	3	0	-2%	-1%
Cc1ccc(S(=O)(=O)NC(CC(=O)O)c2ccc(F)cc2)cc1 (stereo not given)	-5	-2	2.7%	2	-3%	-9	5	-2%	12%
Cc1ccc(NC(=S)NCCCN2CCOCC2)cc1	0	-4	0.0%	3	-1%	4	2	1%	-6%
CCc1ccccc1N(C)C(=O)c1cc2c(s1)-c1c(C)cccc1OC2	9	-1	1.0%	6	-2%	-40	2	0%	1%
Nn1c(SCC(=O)N2CCCc3ccccc32)nnc1-c1ccc(Cl)cc1	-7	-4	4.5%	2	-2%	-6	0	3%	-3%
Cc1scc(C(=O)Nn2cnnc2)c1-c1ccccc1	-4	2	1.7%	22	-4%	-6	2	-5%	-5%
O=C(Nc1ccccc1)/C(=C/c1ccccc1)c1ccccc1	13	-2	1.9%	15	-1%	-30	5	0%	0%
COC(=O)N/N=C/c1ccc(Oc2ccccc2)cc1	-5	11	-3.4%	-2	7%	-10	-5	-1%	1%
[O-]C1=N/[N+](=C/c2ccccc2Cl)CC1	-4	3	0.3%	-2	-4%	-8	2	-8%	1%
COc1ccc(N2CCn3c2nc2c3c(=O)n(CCCc3ccccc3)c(=O)n2C)cc1	-11	1	-0.2%	-6	.	.	2	.	.
N#Cc1ccc(/C=C/C(=O)c2ccco2)cc1	-4	-8	-3.7%	8	-9%	-9	5	?	-8%

Screening data deposited in PubChem BioAssay by National Center for Advancing Translational Sciences (NCATS).

This is a subset; rates above refer to the full screens.
